# PHOSPHO1 block – PHOSPHO1 (human) inhibition | Q8TCT1 | recombinant PHOSPHO1, absorbance phosphatase assay | inhibition, % at 13.3 µM | hit rate 1.1% among 290,000; in the data active = inhibition above about 60%
# IMP-1 inhibitor – inhibitors of Pseudomonas aeruginosa IMP-1 metallo-beta-lactamase; purified IMP-1, nitrocefin hydrolysis, epi-absorbance fluorescence; inhibition, % at 5.6 µM; AID 1556; hit rate 0.45% among 290,000;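 active = inhibition above the mean plus 3 SD of all compounds in the same screening run, cut at about 4.5% in these data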;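 note: 0% = IMP-1 with DMSO and 100% = DMSO wells lacking enzyme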
#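 System: purified IMP-1 / Input: IMP-1 dispensed at 0.2 nM / Medium: 50 mM HEPES pH 7.1, 50 µM ZnSO4, 0.05% Brij 35 / Timing: 15 min enzyme–compound preincubation, then 25 min nitrocefin reaction, 25 °C / Technique: plate fluorescence quenching by hydrolysis product, ex 480/em 530 nm / Repeats: singlicate testing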
# M18AAP inhibitor – PfM18AAP enzyme inhibition. recombinant PfM18AAP, H-Glu-NHMec fluorogenic cleavage. inhibition, % at 7.35 µM. hit rate 1.2% among 290,000. AID 1822;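 active = inhibition above the campaign mean inhibition over all tested compounds plus 3 SD, cut at about 28% in these data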;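 note: 0% = plate median of test compound wells and 100% = 2 mM ZnCl2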
# IDE inh – cellular human IDE inhibition. P14735. HEK cells, FAbetaB cleavage, fluorescence polarization. inhibition, % at 5.59 µM. hit rate 0.41% among 320,000. AID 434962;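 active = percent inhibition above the average of all tested compounds plus 3 SD, set per screening campaign, cut at about 16% in these data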;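 note: IDE supplied by intact live HEK cells; FP after avidin binding of uncleaved biotin substrate so inhibition keeps polarization high; 0% = DMSO wells and 100% = 60 µM reference IDE inhibitor Ii1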
# IDE act – boosts human insulin-degrading enzyme activity in HEK cells; activation, % at 5.96 µM; P14735; hit rate 0.073% among 340,000; FAbeta-B cleavage, fluorescence polarization; 0% vehicle, 100% cell-free pure enzyme wells;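 active = activation above the mean of all tested compounds plus 3 SD, set per screening campaign, cut at about 17% in these data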
# VIM-2 inh – inhibitors of Pseudomonas aeruginosa VIM-2 metallo-beta-lactamase | purified VIM-2, nitrocefin hydrolysis, epi-absorbance fluorescence | inhibition, % at 5.6 µM | hit rate 0.89% among 290,000;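 active = inhibition above the mean of all tested compounds plus 3 SD, cutoff set per screening run, cut at about 7.5% in these data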;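 note: red hydrolysis product quenches plate fluorescence so inhibitors raise well fluorescence; 0% = enzyme with DMSO and 100% = DMSO without enzyme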
# pCIP destab – lowers stability of the mouse p/CIP coactivator protein. AID 1984. hit rate 0.01% among 290,000. Q05BA5. decrease of EGFP signal, % at 10 µM. F442A p/CIP-EGFP cells, EGFP fluorescence, 16 h;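 active = EGFP signal decrease of at least 30% at 10 µM or well 3 SD below plate mean, unless failing retest; inactive = the rest, including hits failing retest or dose response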; note: some compounds called inactive have numbers as strong as hits; many of its hits are not listed in these tables
# Target sequence (Q05BA5 1-1403): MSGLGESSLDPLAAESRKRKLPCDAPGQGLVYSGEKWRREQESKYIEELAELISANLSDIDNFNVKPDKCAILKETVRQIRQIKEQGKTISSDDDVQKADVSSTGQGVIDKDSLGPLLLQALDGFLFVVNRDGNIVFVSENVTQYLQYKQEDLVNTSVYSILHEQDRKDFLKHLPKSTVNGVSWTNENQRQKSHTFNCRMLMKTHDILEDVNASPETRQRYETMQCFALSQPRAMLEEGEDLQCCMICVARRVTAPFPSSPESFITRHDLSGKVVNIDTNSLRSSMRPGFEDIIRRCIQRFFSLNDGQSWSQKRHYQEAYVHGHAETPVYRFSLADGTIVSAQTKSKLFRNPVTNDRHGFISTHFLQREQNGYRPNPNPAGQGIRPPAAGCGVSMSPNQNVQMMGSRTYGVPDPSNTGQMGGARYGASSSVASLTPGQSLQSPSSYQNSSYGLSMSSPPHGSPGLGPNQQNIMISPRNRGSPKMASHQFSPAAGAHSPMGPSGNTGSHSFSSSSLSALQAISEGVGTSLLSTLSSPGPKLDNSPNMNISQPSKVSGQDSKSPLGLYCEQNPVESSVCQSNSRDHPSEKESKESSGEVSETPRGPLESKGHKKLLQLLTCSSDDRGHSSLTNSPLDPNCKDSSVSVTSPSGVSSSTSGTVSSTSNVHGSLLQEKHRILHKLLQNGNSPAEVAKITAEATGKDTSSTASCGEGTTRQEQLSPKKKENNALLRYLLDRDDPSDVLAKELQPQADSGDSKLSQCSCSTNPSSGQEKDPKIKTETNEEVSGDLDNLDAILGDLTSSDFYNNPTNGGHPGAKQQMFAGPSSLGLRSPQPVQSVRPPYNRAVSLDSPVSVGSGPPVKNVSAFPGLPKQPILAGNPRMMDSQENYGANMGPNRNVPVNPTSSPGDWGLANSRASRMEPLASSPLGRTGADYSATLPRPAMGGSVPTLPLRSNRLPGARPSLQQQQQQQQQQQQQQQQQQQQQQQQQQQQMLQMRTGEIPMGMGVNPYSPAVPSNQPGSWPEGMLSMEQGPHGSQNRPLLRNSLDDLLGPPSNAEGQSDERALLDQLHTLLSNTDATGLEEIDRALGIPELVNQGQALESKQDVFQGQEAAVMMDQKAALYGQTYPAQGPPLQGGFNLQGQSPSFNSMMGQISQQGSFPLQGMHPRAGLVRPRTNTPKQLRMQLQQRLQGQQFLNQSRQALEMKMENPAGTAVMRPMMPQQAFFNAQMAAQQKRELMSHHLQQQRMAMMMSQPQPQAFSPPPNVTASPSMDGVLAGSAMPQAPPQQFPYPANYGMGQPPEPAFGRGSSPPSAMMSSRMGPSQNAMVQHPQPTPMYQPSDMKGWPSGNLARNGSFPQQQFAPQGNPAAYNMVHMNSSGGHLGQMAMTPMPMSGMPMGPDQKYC
# GPR7 antag – blocks human GPR7 receptor signaling; GPR7-expressing cells, fluorescence antagonist assay; P48145; inhibition, % at 4.4 µM; hit rate 1.1% among 290,000; AID 1861; in the data active = inhibition above about 16%, passing the limit was not always enough;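 note: cells stimulated with the agonist NPW; 0% = agonist with vehicle and 100% = vehicle without agonist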
# NALP1 yeast inh – inhibitors of NALP1 inflammasome in yeast; S. cerevisiae NALP1/ASC/caspase-1 growth, X-gal OD620, 72 h; inhibition, % at 10 µM; hit rate 0.61% among 280,000; AID 2071; in the data active = inhibition mostly above about 24%, no sharp cut-off; inactive = mostly below about 32%; note: some compounds called inactive have numbers as strong as hits
# Active calls of the source: *; · = no result given.
SMILES,PHOSPHO1 block,IMP-1 inhibitor,M18AAP inhibitor,IDE inh,IDE act,VIM-2 inh,pCIP destab,GPR7 antag,NALP1 yeast inh
O=C(COC(=O)/C=C/c1ccc(Cl)cc1)Nc1ccc2c(c1)OCCO2,8,-3.0,-8,2,-1,0.1,2,-8,7
CCOC(=O)C1CCCN(C(=O)CCn2nnnc2CN2CCOCC2)C1 (stereo unspecified),36,-0.5,-3,2,2,1.1,-1,-12,35*
Cc1c(Cl)c([N+](=O)[O-])nn1CCCC(=O)Nc1c(C)n(C)n(-c2ccccc2)c1=O,-14,-2.9,8,1,9,-2.9,-4,-20,34
Cc1nnc(Sc2cc(NCCCO)c([N+](=O)[O-])c3nonc23)s1,48,1.2,-56,·,-14,4.9,-17,16,2
O=C(O)Cc1ccc(NC(=O)CCN2C(=O)c3ccc([N+](=O)[O-])cc3C2=O)cc1,16,-2.4,3,·,-3,-5.7,9,-11,-12
O=C(NC1CCN(Cc2ccccc2)CC1)c1cncc(Br)c1,-4,-5.3,-3,2,4,-4.2,0,-5,1
O=c1oc2cc(Oc3c([N+](=O)[O-])cc(C(F)(F)F)cc3[N+](=O)[O-])ccc2c2c1CCCC2,22,-3.4,6,0,-3,0.3,-7,-16,0
Oc1ccc(/C=C/c2ccc3cccc(O)c3n2)cc1Br,36,-2.8,5,6,-12,-1.8,-21,-9,10
COc1ccc(N(C(=O)CSCC(=O)Nc2cc(C)on2)C(C(=O)NC2CCCCC2)c2ccc(O)c(O)c2)cc1 (stereo unspecified),-18,-0.2,61*,6,3,-0.5,-4,-4,18
COc1ccc(/C=C(/NC(=O)c2ccco2)C(=O)N2CCCCC2)cc1,·,-1.4,4,3,-3,-2.8,-7,-8,9
CCc1nnc(N/N=C/c2ccc(-c3ccc([N+](=O)[O-])cc3)o2)n1N,4,-3.5,43*,-1,2,-2.3,-6,-16,-9
Cc1ccccc1NS(=O)(=O)c1ccc(NC(=O)CSCc2ccc(Br)cc2)cc1,11,-0.6,-20,-2,-1,-0.3,-3,18,38
COc1ccc(-c2[nH]n(-c3ccc([N+](=O)[O-])cc3)c(=O)c2C=NCCN2CCNCC2)cc1,-6,-0.5,-1,3,·,-0.9,-10,13,5
CCCN(C(=O)Cc1c(C(=O)O)n(C)c2ccccc12)c1cccc(C)c1,·,-0.7,2,0,5,1.6,3,-9,-6
CC(C)C(=O)Nc1cccc(NC(=O)c2cccc(F)c2)c1,-20,-1.9,-10,8,3,-2.2,-4,-2,13
CCOC(=O)COn1c2c(c3c4no[n+]([O-])c4ccc31)CCCC2,6,-5.8,1,3,8,-2.0,0,-6,13
Cc1nc[nH]c(=O)c1Br,-15,-1.4,-10,-17,4,0.5,8,-2,16
Cc1cc(C)c2c(n1)nn1c(C3CC3)cc(C(F)(F)F)nc21,·,-4.4,-7,2,2,-2.4,·,-10,·
Cc1c(-c2ccccc2)nc2ccccc2c1C(=O)Oc1ccc([N+](=O)[O-])cc1,34,-6.7,5,7,6,-2.6,-11,0,24
COc1ccc(NC(=O)C2CCCN(c3ncnc4onc(-c5ccc(F)cc5)c34)C2)cc1 (stereo unspecified),22,-3.5,8,-6,6,-1.7,0,-3,14

# Some values from the list.
# Value of CCCN(C(=O)Cc1c(C(=O)O)n(C)c2ccccc12)c1cccc(C)c1 in M18AAP inhibitor: 2
# Value of COc1ccc(/C=C(/NC(=O)c2ccco2)C(=O)N2CCCCC2)cc1 in NALP1 yeast inh: 9
# Value of CCOC(=O)COn1c2c(c3c4no[n+]([O-])c4ccc31)CCCC2 in GPR7 antag: -6
# Value of O=C(O)Cc1ccc(NC(=O)CCN2C(=O)c3ccc([N+](=O)[O-])cc3C2=O)cc1 in VIM-2 inh: -5.7
# Value of Cc1ccccc1NS(=O)(=O)c1ccc(NC(=O)CSCc2ccc(Br)cc2)cc1 in VIM-2 inh: -0.3
# Value of Cc1cc(C)c2c(n1)nn1c(C3CC3)cc(C(F)(F)F)nc21 in IDE inh: 2
# Value of Cc1nc[nH]c(=O)c1Br in IDE inh: -17

# Exported with values under each structure: part of the list above
# Each structure is followed by: PHOSPHO1 block, IMP-1 inhibitor, M18AAP inhibitor, IDE inh, IDE act, VIM-2 inh, pCIP destab, GPR7 antag, NALP1 yeast inh
Cc1ccccc1NS(=O)(=O)c1ccc(NC(=O)CSCc2ccc(Br)cc2)cc1
    11, -0.6, -20, -2, -1, -0.3, -3, 18, 38
COc1ccc(-c2[nH]n(-c3ccc([N+](=O)[O-])cc3)c(=O)c2C=NCCN2CCNCC2)cc1
    -6, -0.5, -1, 3, ·, -0.9, -10, 13, 5
CCCN(C(=O)Cc1c(C(=O)O)n(C)c2ccccc12)c1cccc(C)c1
    ·, -0.7, 2, 0, 5, 1.6, 3, -9, -6
CC(C)C(=O)Nc1cccc(NC(=O)c2cccc(F)c2)c1
    -20, -1.9, -10, 8, 3, -2.2, -4, -2, 13

# The listing picks up; the 3 compounds before the break are reprinted first.
SMILES,PHOSPHO1 block,IMP-1 inhibitor,M18AAP inhibitor,IDE inh,IDE act,VIM-2 inh,pCIP destab,GPR7 antag,NALP1 yeast inh
Cc1cc(C)c2c(n1)nn1c(C3CC3)cc(C(F)(F)F)nc21,·,-4.4,-7,2,2,-2.4,·,-10,·
Cc1c(-c2ccccc2)nc2ccccc2c1C(=O)Oc1ccc([N+](=O)[O-])cc1,34,-6.7,5,7,6,-2.6,-11,0,24
COc1ccc(NC(=O)C2CCCN(c3ncnc4onc(-c5ccc(F)cc5)c34)C2)cc1 (stereo unspecified),22,-3.5,8,-6,6,-1.7,0,-3,14
[O-][n+]1onc2c1CCC(=N/O)/C2=N\Nc1ccccc1,12,-3.6,4,3,·,-1.9,-3,-4,6
O=C(NC1CC2CCCC(C1)N2C1CC1)NC12CC3CC(CC(C3)C1)C2 (stereo unspecified),24,-5.4,-16,·,·,-4.1,-5,-1,-4
CC(=O)Nc1ccc(S(=O)(=O)NCC2CCC(C(=O)NC3CCCCCC3)CC2)cc1 (stereo unspecified),-1,-1.4,3,0,5,-2.5,11,-10,25
Cc1ccc(OCc2cc(C(=O)N3CCCC3)no2)cn1,17,-4.1,-1,7,3,-5.7,-10,-10,11
CCCCCCC(=O)NNC(=O)c1c(O)c2ccccc2n(CC)c1=O,-25,-3.6,6,-3,7,-2.6,-10,7,0
COc1ccc(CCNC(=O)C2CCCN2C(=O)Nc2ccc(F)cc2)cc1OC (stereo unspecified),18,-4.1,-9,10,-1,-3.4,-2,-5,-22
O=C(Nc1ccc(C2SCCS2)cc1)c1ccccc1,46,0.0,-6,2,·,-0.7,-2,8,·
Fc1ccc2nc3[nH]c4ccccc4c3nc2c1,14,-0.1,-8,7,-3,4.9,-158,-6,16
COc1cc(/C=C(\NC(C)=O)C(=O)Nc2cccc(O)c2)ccc1OC(C)=O,2,-1.0,-5,5,-4,-1.7,-8,-9,59
